NCI-60 one-dose screen, 48 h, at 10 µM unless noted. Numbers give growth in % (100 = growth as untreated, 0 = no growth, -100 = all killed).
SK-MEL-5: SK-MEL-5 melanoma; actives 6.4% (n = 80,000); AID 1794755
UACC-62: UACC-62 melanoma. AID 1794756. actives 5.4% (n = 81,000)
MDA-MB-435: MDA-MB-435 melanoma | actives 7.8% (n = 82,000)
M14: M14 melanoma | AID 1794745 | actives 6.2% (n = 80,000)
MALME-3M: MALME-3M melanoma; actives 5.8% (n = 78,000)
SK-MEL-28: SK-MEL-28 melanoma | actives 4.1% (n = 81,000)
SK-MEL-2: SK-MEL-2 melanoma; actives 4.7% (n = 77,000); AID 1794763
UACC-257: UACC-257 melanoma | actives 4.4% (n = 78,000) | AID 1794764
* hit, by the source's call; . = no result given; & = joins results of further samples; [ ] = remark or other dose. Rule for the calls: active = growth percent below 10; inactive = the rest.

SMILES | SK-MEL-5 | UACC-62 | MDA-MB-435 | M14 | MALME-3M | SK-MEL-28 | SK-MEL-2 | UACC-257
COc1ccc(/C=C/C(=O)c2nnn(-c3ccc(F)cc3)c2C)cc1OC | 93 | 77 | 93 | 96 | 99 | 102 | 98 | 98
CC(C)(Oc1ccc(C2CC2(Cl)Cl)cc1)C(=O)O (centres undefined) | 105 | 102 | 103 | 107 | 128 | 121 | . | 101
CC(=O)c1c([Si](C)(C)C)c2cc(C#N)ccn2c1C(=O)c1ccc(Br)cc1 | 91 | 75 | 92 | 97 | 93 | 92 | 89 | 101
N#Cc1cn[nH]c1N | 103 | 105 | 107 | 101 | 118 | 110 | 111 | 100
COc1cc(C(=O)CCCl)ccc1O | 103 | 97 | 103 | 111 | 89 | 107 | 114 | .
Cc1ccc(S(=O)(=O)N/N=C2/CC(C)(C)CC(=O)C2(C)C)cc1 | 101 | 91 | 104 | 116 | 102 | 95 | 109 | 89
CCOC(=O)COc1ccc(Cl)cc1C | 104 | 100 | 100 | 103 | 98 | 108 | 92 | 95
COc1ccc(-c2ccc3ncc(C#N)c(Nc4ccc(F)c(Cl)c4)c3c2)cn1 | 76 | 64 | 84 | 69 | 35 | 76 | 71 | 73
CC(OC(=O)Nc1cccc(Cl)c1)C(=O)OCCCl (centres undefined) | 112 | 100 | 107 | 106 | 101 | 105 | 120 | 136
Cc1ccccc1OCc1ccc(Cl)cc1 | 104 | 99 | 115 | 116 | 111 | 110 | 107 | 120
Cc1ccc2c(c1)C(C)Cc1c(N(C)C)ncnc1N2C (centres undefined) | 15 | 33 | -6.2* | 25 | 53 | 57 | 30 | .
CCCCCCCCCCCCCc1nc(-c2cc(OC)c(OC)c(OC)c2)no1 | 103 | 88 | 99 | 98 | 105 | 98 | 100 | 104
C=CCn1c(SCC(=O)Nc2ccc(C(=O)/C=C/c3ccccc3)cc2)nnc1-c1c[nH]c2ccccc12 | 28 | 47 | -14* | 35 | 92 | 68 | 58 | 80
ClCCCN1CCCCC1 | 121 | 107 | 95 | 105 | . | 121 | 107 | 107
CCCC(C(=O)O)N1C(=O)CSC1=S (centres undefined) | 102 | 99 | 106 | 102 | 112 | 103 | 108 | 101
Cc1nn(-c2ccc(F)cc2)c2[nH]c(=S)n(-c3ccccc3)c(=O)c12 | 91 | 82 | 113 | 114 | . | 120 | 95 | 100
C[C@@H]1N=C(c2csc3ccccc23)Nc2nc3ccccn3c2C1=O | 62 | 87 | 75 | 92 | 75 | 98 | 95 | 99
Cc1nc2cc(NCc3cn(-c4ccc(F)c(Cl)c4)nn3)ccc2c(=O)n1-c1ccccc1 | 91 | 86 | 104 | 109 | 118 | 107 | 94 | 98
O=C(O)CCC(C(=O)O)N1C(=O)CSC1=S (centres undefined) | 103 | 97 | 100 | 100 | 102 | 96 | 109 | 142
Nc1n[nH]c2cccc(C#Cc3cccc(C(=O)Nc4cccc(C(F)(F)F)c4)c3)c12 | 54 | 43 | 53 | 39 | 10 | 53 | 34 | 73
Clc1ccc(C2CC(c3ccc(Nc4ccnc5cc(Cl)ccc45)cc3)=NN2c2ccccc2)cc1 (centres undefined) | 81 | 68 | 79 | 78 | 96 | 95 | . | 93
COc1ccc2c(c1)sc1nc(-c3c[nH]c4ccccc34)c(Nc3ccccc3)n12 | 103 | 93 | 100 | 97 | 108 | 113 | 98 | 101
CCOC(=O)c1cnc2c(OC)ccc(OC)c2c1Cl | 107 | 109 | 104 | 106 | 98 | 120 | 127 | 101
Cc1ccc2[nH]c(-c3ccc(S(C)(=O)=O)cc3)c(/C=N/NC(N)=S)c2c1 | 98 | 97 | 99 | 100 | 100 | 109 | 113 | 96
CN(C)CC1C2CCC(C2)C1O (centres undefined) | 103 | 101 | 114 | 103 | . | 118 | 113 | 106

(listing goes on)
SMILES | SK-MEL-5 | UACC-62 | MDA-MB-435 | M14 | MALME-3M | SK-MEL-28 | SK-MEL-2 | UACC-257
COc1ccccc1NC(=O)Nc1ccc(C(C)C)cc1 | 97 | 83 | 98 | 102 | 102 | 107 | 111 | 107
OC1CCN(CCCOc2c3ccccc3nc3c2oc2ccc(Cl)cc23)CC1 | 27 | -20* | -41* | -4.1* | 1.3* | 25 | 14 | 24
NC(N)=Nc1ccc(Oc2cccc(NC(N)=Nc3ccc(I)cc3F)c2)cn1 | 49 | 63 | 68 | . | 75 | 72 | 87 | 76
CC/C(=C(\c1ccc(OCCN2CCCCCC2)cc1)c1ccc(OC(=O)c2ccccc2)cc1)c1ccc(OC)cc1 | 101 | 110 | 90 | 99 | 107 | 91 | . | 106
COc1ccc(-c2nc(-c3nc4ccc(F)cc4[nH]3)cc3c2[nH]c2ccccc23)cc1 | 51 | 41 | 27 | 36 | 39 | 57 | 29 | 9.6*
COc1cc2oc(-c3cccc(NC(=O)[C@@H](N)CC(C)C)c3)cc(=O)c2c(OC)c1OC | 94 | 93 | 103 | 117 | 114 | 113 | 111 | 113
FCc1ncc(-c2ccc(C(F)(F)F)cc2)c(NC2CCCCCC2)n1 | -3.4*[100 µM] | 3.7*[100 µM] | -6.3*[100 µM] | 2.4*[100 µM] | -17*[100 µM] | 34[100 µM] | -41*[100 µM] | -6.1*[100 µM]
Clc1nc(Cl)nc(-c2ccccc2)n1 | 103 | 93 | 118 | 101 | 106 | 110 | 111 | 100
Cc1cc2c3ccccc3ncn2n1 | 108 | 91 | 103 | 108 | 108 | 119 | 101 | 101
O=C1[C@@H]2Cc3c([nH]c4ccccc34)[C@@H](c3ccc(Cl)cc3)N2C(=O)CN1C1CCN(Cc2ccccc2)CC1 | 54 | 62 | 64 | 7.8* | 80 | 88 | 93 | 76
CCOC(=O)C1CCC(C(=O)OCC)N1c1ccc(C=O)cc1 (centres undefined) | 93 | 107 | 110 | 122 | 104 | 111 | 91 | 107
CC(C(=O)O)N1CCN(c2ccccc2Cl)CC1 (centres undefined) | 113 | 112 | 103 | 93 | . | 110 | 99 | 105
CCC[C@@H]1C[C@@H](C(=O)N[C@@H](C2O[C@H](SC)[C@H](O)[C@@H](O)[C@H]2O)[C@H](C)Cl)N(C)C1 (some centres undefined) | 94 | 102 | 111 | 103 | 107 | 108 | 109 | 123
CNC(=O)CO | 106 | 98 | 101 | 113 | 115 | 110 | 90 | 124
COc1ccc(-c2nc(SCCC(C)C)nc(N/N=C(/C)c3ccc(C)cc3)c2C#N)cc1 | 94 | 87 | 103 | 90 | 103 | 103 | 106 | 98
CCN(CC)CCSC(=O)C(O)(c1ccccc1)C1CCCC1 (centres undefined) | 117 | 87 | 115 | 128 | 116 | 87 | 106 | 83
Cn1c(=O)cc(Cl)[nH]c1=O | 110 | 98 | 104 | 99 | 90 | 108 | 124 | 90
COc1ccc(N=Nc2c(N)nn3c(-c4ccccc4)ccnc23)cc1 | 99 | 95 | 113 | 102 | 106 | 105 | 99 | 107
CN1CCN(C(=O)Nc2ccc([N+](=O)[O-])cc2)CC1 | 99 | 91 | 96 | 94 | 110 | 198 | . | 80
CCOC(=O)c1nn(C2CCCCO2)c2ccc(NC(=O)CSc3nc4ccccc4c(=O)[nH]3)cc12 (centres undefined) | 98 | 95 | 107 | 100 | 103 | 105 | 105 | 102
O=C(Nc1ccc(-c2nc(-c3cccc(O)c3)c(-c3ccnc(Br)c3)[nH]2)cc1)Oc1ccccc1 | 99 | 75 | . | 92 | 96 | 101 | 103 | 93
CC12CCC(O1)C1C(=O)OC(=O)C12 (centres undefined) | 98 | 91 | 94 | 94 | 95 | 124 | 102 | .
Cn1c(=O)c2[nH]c(SCC(=O)Nc3ccc(C(=O)/C=C/c4ccccc4)cc3)nc2n(C)c1=O | 83 | 92 | 79 | 100 | 115 | 99 | 122 | 85
Cc1ccccc1C(O)c1ccccc1 (centres undefined) | 99 | . | 98 | 102 | 91 | 94 | 109 | .
CN1CCN(C(=S)SCCOc2cc(=O)oc3ccccc23)CC1 | 51 | 68 | 92 | 94 | 95 | 110 | 85 | 70

In another format: two of the compounds above.
| SMILES | SK-MEL-5 | UACC-62 | MDA-MB-435 | M14 | MALME-3M | SK-MEL-28 | SK-MEL-2 | UACC-257 |
| --- | --- | --- | --- | --- | --- | --- | --- | --- |
| CCOC(=O)c1nn(C2CCCCO2)c2ccc(NC(=O)CSc3nc4ccccc4c(=O)[nH]3)cc12 (centres undefined) | 98 | 95 | 107 | 100 | 103 | 105 | 105 | 102 |
| O=C(Nc1ccc(-c2nc(-c3cccc(O)c3)c(-c3ccnc(Br)c3)[nH]2)cc1)Oc1ccccc1 | 99 | 75 | . | 92 | 96 | 101 | 103 | 93 |

The results go on:
SMILES | SK-MEL-5 | UACC-62 | MDA-MB-435 | M14 | MALME-3M | SK-MEL-28 | SK-MEL-2 | UACC-257
C=CCC1(C(=O)OCC)CCCCC1=O (centres undefined) | 109 | 108 | 103 | 103 | 103 | 119 | 123 | 99
N#CC(C#N)=C(N)c1n[nH]n2c1nc(=O)c1c3c(sc12)CCCC3 | 100 | 100 | 107 | 98 | 98 | 106 | 104 | 107
CCn1c(SCC(=O)NNC(=S)Nc2ccc(F)cc2)nc2c1c(=O)n(C)c(=O)n2C | 99 | 98 | 100 | 96 | 104 | 109 | 110 | 101
Cn1cc(-c2csc(-c3cn(C)c4ncccc34)n2)c2cc(F)cnc21 | 61 | 65 | 8.5* | 63 | 81 | 84 | 99 | 84
COc1cc(-c2nc(N3CCN(C)CC3)c3ccccc3n2)cc(OC)c1OC | 47 | 18 | 0.0* | 42 | 64 | 59 | 81 | 58
COc1ccc(-c2nn(-c3ccccc3)cc2C2CC(c3cc4ccccc4oc3=O)=NN2C(N)=O)cc1 (centres undefined) | 91 | 82 | 93 | 84 | 86 | 90 | 101 | 94
O=S(=O)(c1ccc(N=Cc2ccccc2O)cc1)N(c1ccccc1)C1C=CC=CC1 (centres undefined) | 92 | 34 | 94 | 98 | 118 | 97 | 99 | 95
COCOc1cc2oc(C(=O)N[C@@H](Cc3ccccc3)C(O)C(=O)NCc3ccccc3)c(C)c(=O)c2cc1OCOC (some centres undefined) | 50 | 64 | 39 | 83 | 22 | 71 | 80 | 61
c1ccc(C2OCC(C3OC(c4ccccc4)OC4COC(c5ccccc5)OC43)O2)cc1 (centres undefined) | 96 | 101 | 101 | 91 | 92 | 101 | 105 | 103
COC(=O)c1sc(-c2ccn(C)n2)cc1N | 106 | 102 | 98 | 99 | 98 | 107 | 118 | 105
CC(C)(C)c1ccc(C(=O)Nc2cccc(NC(=O)c3ccccn3)c2)cc1 | 87 | 81 | 94 | 80 | 89 | 99 | 92 | 96
COC(=O)c1nc[nH]c1[N+](=O)[O-] | . | 98 | 112 | 104 | 103 | 109 | 124 | 107
NNc1ncccn1 | 115 | . | 91 | 108 | 118 | 106 | 90 | 104
Clc1ccc(-c2nnc3c(/C=C/c4ccc(Br)cc4)nc4ccccc4n23)cc1 | 101 | 89 | 99 | 111 | 99 | 112 | 104 | 110
FC(F)(F)Oc1cccc(-c2cc(NCCCN3CCN(CCCNc4cc(-c5cccc(OC(F)(F)F)c5)nc5ccc(N6CCCC6)cc45)CC3)c3cc(N4CCCC4)ccc3n2)c1 | 109 | 118 | 112 | 113 | 151 | 128 | 117 | 105
COc1ccc(Nc2nn3c(-c4ccccc4)cc(-c4ccccc4)nc3c2C(=O)Nc2ccc(C)cc2)c(OC)c1 | 98 | 85 | 104 | 106 | 113 | 96 | 87 | 86
Cc1ccc(NC(=O)CSc2nc(-c3cnccn3)cc(-c3cccs3)c2C#N)cc1 | 85 | 71 | 92 | 85 | 81 | 100 | 99 | 93
CN(C)c1ccc([N+](=O)[O-])cn1 | 110 | 96 | 102 | 102 | 101 | 106 | 106 | 103
Cc1nn(-c2cccc(Cl)c2)c(C)c1N=Nc1ccc(Br)cc1 | 98 | 82 | 100 | 96 | 95 | 92 | 102 | 53
Cc1cccc(C(=O)NNC(=O)c2ccc3ccccc3c2)c1 | 115 | 99 | 100 | 109 | . | 107 | 105 | 114
Cc1cccc(Nc2cc(C)nc(N)n2)c1 | 103 | 104 | 107 | 107 | 118 | 110 | 98 | 103
CC(C)c1ccc(C(=O)OCCc2ccccc2)cc1 | 104 | 99 | 104 | 102 | 100 | 111 | 109 | 86
C=C(C)[C@@H]1CC[C@]2(C(=O)OC)CC[C@]3(C)[C@H](CC[C@@H]4[C@@]5(C)C/C(=C/c6ccco6)C(=O)C(C)(C)[C@@H]5CC[C@]43C)[C@@H]12 | 101 | 89 | 101 | 101 | 90 | 103 | 98 | 93
CN(C)c1ccc2nc3ccc(=[N+](C)C)cc-3oc2c1 | 24 | 40 | 55 | 3.9* | -22* | 67 | 58 | -30*
CS(=O)(=O)Nc1cccc(-n2c(COc3ccc(OC(F)(F)F)cc3)nc3ccccc32)c1 | 106&79 | 107&72 | 103&102 | 107&114 | 102&90 | 133&118 | 110&86 | 109&106
Cc1nc(Nc2ccc(OCc3c(-c4ccccc4)no[n+]3[O-])cc2)c2cnn(-c3ccccc3)c2n1 | 103 | 88 | 100 | 103 | 99 | 101 | 109 | 101

4 entries from above, field by field.
Cc1ccccc1OCc1ccc(Cl)cc1
- SK-MEL-5: 104
- UACC-62: 99
- MDA-MB-435: 115
- M14: 116
- MALME-3M: 111
- SK-MEL-28: 110
- SK-MEL-2: 107
- UACC-257: 120
Cc1ccc2c(c1)C(C)Cc1c(N(C)C)ncnc1N2C (centres undefined)
- SK-MEL-5: 15
- UACC-62: 33
- MDA-MB-435: -6.2*
- M14: 25
- MALME-3M: 53
- SK-MEL-28: 57
- SK-MEL-2: 30
- UACC-257: .
CCCCCCCCCCCCCc1nc(-c2cc(OC)c(OC)c(OC)c2)no1
- SK-MEL-5: 103
- UACC-62: 88
- MDA-MB-435: 99
- M14: 98
- MALME-3M: 105
- SK-MEL-28: 98
- SK-MEL-2: 100
- UACC-257: 104
C=CCn1c(SCC(=O)Nc2ccc(C(=O)/C=C/c3ccccc3)cc2)nnc1-c1c[nH]c2ccccc12
- SK-MEL-5: 28
- UACC-62: 47
- MDA-MB-435: -14*
- M14: 35
- MALME-3M: 92
- SK-MEL-28: 68
- SK-MEL-2: 58
- UACC-257: 80

Compound activity: PubChem BioAssay, NCI
